# ARNT-TACC3 inh – ARNT/TACC3 interaction disruption; AlphaScreen His-ARNT PAS-B/GST-TACC3 binding, luminescence; TACC3 fragment carries E629A point mutation; inhibition, % at 9.99 µM; actives 0.66% (n = 390,000); AID 623870;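 active = mean inhibition of replicates at least 50% and at least half of replicates each reaching 50%; inconclusive = half or more replicates reach 50% but mean below 50%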;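 note: 0% = complete ARNT plus TACC3 wells and 100% = ARNT alone without TACC3; many hits fall short of the cut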
# Statin myotox sup – suppressors of simvastatin-induced myotoxicity in C2C12 myotubes | ATP luminescence, 48 h; scaled: DMSO 0, geranylgeraniol control 100 | actives 0.78% (n = 330,000) | AID 602340 | rescue of ATP level, % at 7.49 µM;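 active = mean ATP rescue above about 67%, or every replicate alone reaching that limit, limit read from the data, passing the limit was not always enough; inconclusive = no clear call, values can overlap the other calls; inactive = mean under the limit and some replicate under it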;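 note: myotubes were challenged with 10 µM simvastatin during compound exposure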
# Cneo AK release – causes C. neoformans cell lysis; adenylate kinase release luminescence, 4 h; normalised: neutral wells 0, clomiphene wells 100; lysis activity, % at 15 µM; actives 0.2% (n = 360,000);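 active = mean lysis activity across replicates of at least 80%, whatever share of replicates individually reach that level; inactive = mean lysis activity below 80%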
#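 Test system: log-phase Cryptococcus neoformans yeast cells; Quantity: yeast cell density of 5 × 10^6 cells/mL; Buffer or medium: YPD; Doses: single compound concentration per well; Timing: 4 h at 37 °C static, read 1 h later; Measured by: AK luminescence; Read-out basis: lysis from increased AK signal; Control set: Clomiphene as positive control.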
# esBAF inh – blocks esBAF chromatin remodeling in mouse ES cells; actives 2% (n = 350,000); reporter increase, % at 12.5 µM; Bmi1-luciferase knock-in reporter, 24 h; 100% = twice the neutral-well signal; AID 602393; in the data active = activation above about 40%; inconclusive = no clear call, values can overlap the other calls;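 note: 0% = median of the plate's neutral control wells and 100% = double that signal; a rise in the Bmi1 reporter signal indicates esBAF inhibition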
# ERp5 block – inhibitors of human ERp5. Q15084. ERp5 insulin aggregation, absorbance 650 nm, 90 min. inhibition, % at 9.99 µM. actives 0.05% (n = 350,000);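 active = mean replicate inhibition above about 25%, with every replicate also reaching it, limit read from the data, passing the limit was not always enough; inconclusive = only one of those two criteria met; inactive = neither criterion met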
# Target sequence (Q15084 whole entry, looked up): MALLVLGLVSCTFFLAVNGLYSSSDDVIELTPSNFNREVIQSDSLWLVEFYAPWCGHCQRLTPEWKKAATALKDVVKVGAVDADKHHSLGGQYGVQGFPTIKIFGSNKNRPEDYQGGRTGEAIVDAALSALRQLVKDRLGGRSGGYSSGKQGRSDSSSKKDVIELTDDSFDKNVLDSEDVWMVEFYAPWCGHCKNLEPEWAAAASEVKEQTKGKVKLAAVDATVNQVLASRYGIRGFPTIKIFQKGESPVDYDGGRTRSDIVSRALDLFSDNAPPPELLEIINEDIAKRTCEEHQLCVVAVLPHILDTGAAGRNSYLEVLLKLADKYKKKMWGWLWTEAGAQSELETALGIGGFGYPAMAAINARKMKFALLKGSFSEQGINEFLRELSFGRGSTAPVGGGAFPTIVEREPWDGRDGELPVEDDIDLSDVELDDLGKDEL
# SIRT5 inh – blocks human SIRT5 desuccinylation of peptide. Purified SirT5, succinyl-peptide AMC, trypsin-coupled fluorescence. inhibition, % at 15 µM. actives 1.1% (n = 330,000); in the data active = inhibition above about 15%; inconclusive = no clear call, values can overlap the other calls
# Target sequence (Q9NXA8 whole entry, looked up): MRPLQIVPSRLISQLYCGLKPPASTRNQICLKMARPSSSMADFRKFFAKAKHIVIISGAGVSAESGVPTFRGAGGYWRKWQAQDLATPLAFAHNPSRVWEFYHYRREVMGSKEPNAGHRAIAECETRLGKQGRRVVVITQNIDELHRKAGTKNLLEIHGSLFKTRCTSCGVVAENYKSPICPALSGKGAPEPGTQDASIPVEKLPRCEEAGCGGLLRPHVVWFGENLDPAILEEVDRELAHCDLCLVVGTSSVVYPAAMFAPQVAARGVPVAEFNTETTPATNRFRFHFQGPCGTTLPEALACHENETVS
# miR-122 sensor – inhibitors of miR-122 in Huh7 cells. activation (reporter increase), % at 12.5 µM. Huh7 miR-122 Renilla luciferase sensor, 48 h; neutral wells = 0, positive control = 100. AID 602342. actives 0.3% (n = 340,000);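 active = mean replicate activation score at least 90 and every replicate individually at or above 90; inconclusive = only one of the two criteria met; inactive = neither criterion met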;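 note: higher luciferase means less miR-122 activity so hits act as miR-122 inhibitors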
# * hit, by the source's call; ? = inconclusive; . = no result given; [ ] = remark or other dose.
SMILES,ARNT-TACC3 inh,Statin myotox sup,Cneo AK release,esBAF inh,ERp5 block,SIRT5 inh,miR-122 sensor
O=C(NCC1CCCO1)C1CCN(S(=O)(=O)c2ccccc2)CC1 (stereo not drawn),-7,2,1,-7,3,-1,0
Cn1ccnc1C(O)(c1ccccc1)c1ccccc1,-1,15,-1,0,7,-4,-1
CCC(=O)c1ccc(N2CCN(C(=O)c3ccc(F)cc3)CC2)c(F)c1,-1,-5,0,1,4,2,2
Cc1ccccc1N1C(=O)C2CCCN2C1=S (stereo not drawn),-3,34,-3,-4,-1,-4,-4
CC(C)NC(=O)N(C)C[C@@H]1Oc2ccc(NC(=O)CCC(F)(F)F)cc2C(=O)N([C@@H](C)CO)C[C@H]1C,4,3,0,-5,-1,1,1[16.7 µM]
COc1ccc(-n2nc3c(c2NC(=O)COc2ccccc2OC)CS(=O)(=O)C3)cc1,.,-3,0,-2,6,.,-4
CCCn1c(N)nc2ccccc21,1,2,0,-1,.,.,8
CCCSCCCNC(=O)Cn1cc2c(n1)CCC(C)C2 (stereo not drawn),-23,15,-5,-1,-6,.,.
C[C@H]1CN([C@@H](C)CO)C(=O)Cc2cc(NC(=O)Cc3cn(C)c4ccccc34)ccc2O[C@H]1CN(C)Cc1ccccc1,2,46,-25,2,2,5,-5[16.7 µM]
CCCNC(=O)[C@H]1[C@H](CO)[C@H]2Cn3c(ccc(-c4ccncc4)c3=O)[C@@H]1N2CC1CC1,.,1,.,1,.,.,-2[16.7 µM]
CCOC(=O)CCc1c(C)c2ccc(O)cc2oc1=O,3,6,-3,0,.,.,-5
CCn1cc(C(=O)N2CCN(c3ccccn3)CC2)c(=O)c2cc(S(=O)(=O)N(C)C3CCCCC3)ccc21,33,.,.,.,3,4,.
O=C(O)c1ccc(N/C(=N\S(=O)(=O)c2ccc(Cl)cc2)c2ccccc2)cc1,-1,16,4,1,10,-3,1
Cc1n[nH]c(=O)nc1Nc1ccc(O)cc1,1,19,1,-3,-1,4,-6
O=C(COC(=O)CSc1nnc(-c2ccc(Cl)cc2)o1)NCc1ccc2c(c1)OCO2,-7,13,3,-15,.,.,-5
COc1cccc(N2CCN(C(=O)CCCCCNc3nc(=S)[nH]c4ccccc34)CC2)c1,-9,.,.,.,2,-2,.
O=C(NC1CCCCC1)c1ccc([N+](=O)[O-])cc1,-4,-2,-2,74*,-2,-1,-3
O=C1CC(Cc2ccc(Br)cc2)C(=O)N1c1ccccc1 (stereo not drawn),-1,4,1,5,-3,-2,-4
CCOC(=O)C(NCc1ccc(OC)cc1)(NC(C)=O)C(F)(F)F (stereo not drawn),-1,-5,1,10,4,-1,3
Brc1cccc2sc(N3CCN(c4ccccc4)CC3)nc12,1,.,.,.,4,1,.
COC(=O)c1ccc(CSC2=NC[C@@H]3[C@@H]4C(=O)N(C)C(=O)[C@@H]4[C@](Cc4ccccc4)(C(=O)OC)N23)cc1,0,-9,1,-4,-2,-4,-3
CCCCC1CC2=C(C(=O)OC(C)(C)O2)C(c2ccc3ccccc3c2)O1 (stereo not drawn),.,-1,-1,-4,14,3,8
O=C(CN1CCOCC1)N1CCCCN2[C@@H](CO)[C@@H](c3ccc(Br)cc3)[C@@H]2C1,-9,3,0,8,.,.,1[16.7 µM]
Cc1cc(C)c(S(=O)(=O)Nc2ccccc2)c(C)c1,-16,11,-1,-3,3,0,87
C[C@H]1CN([C@@H](C)CO)S(=O)(=O)c2ccc(-c3cccnc3)cc2O[C@H]1CN(C)Cc1ccccn1,-5,.,-2,0,11,-3,-3[16.7 µM]
Cc1ccccc1OCCC(=O)OCC(=O)NCCc1ccccc1,.,5,0,1,-4,-2,1
O=C(CN1C(=O)NC2(CCCC2)C1=O)N1CCN(S(=O)(=O)c2ccc(Cl)cc2)CC1,-1,.,.,.,-1,-1,.
C[C@H](CO)N1C[C@H](C)[C@H](CN(C)C(=O)C2CC2)Oc2cc(C3=CCCCC3)ccc2S1(=O)=O,-1,26,-2,-2,-2,2,14[16.7 µM]
CCOc1ccc(C(=O)Nc2ccc(CN3CCOCC3)cc2)cc1Br,-3,-9,-3,8,2,-3,-5
CCC1=NN2C(=N)/C(=C\c3cccn3-c3ccc(Cl)cc3)C(=O)N=C2S1,1,.,.,.,0,1,.

# Rewritten field by field: entries from further up
> COC(=O)c1ccc(CSC2=NC[C@@H]3[C@@H]4C(=O)N(C)C(=O)[C@@H]4[C@](Cc4ccccc4)(C(=O)OC)N23)cc1
  ARNT-TACC3 inh = 0 | Statin myotox sup = -9 | Cneo AK release = 1 | esBAF inh = -4 | ERp5 block = -2 | SIRT5 inh = -4 | miR-122 sensor = -3
> CCCCC1CC2=C(C(=O)OC(C)(C)O2)C(c2ccc3ccccc3c2)O1 (stereo not drawn)
  ARNT-TACC3 inh = . | Statin myotox sup = -1 | Cneo AK release = -1 | esBAF inh = -4 | ERp5 block = 14 | SIRT5 inh = 3 | miR-122 sensor = 8

# Other entries:
SMILES,ARNT-TACC3 inh,Statin myotox sup,Cneo AK release,esBAF inh,ERp5 block,SIRT5 inh,miR-122 sensor
COc1ccc(C(=O)NC(C(=O)N2CCc3ccccc32)C(C)C)cc1 (stereo not drawn),0,.,2,.,.,.,-6
COc1ccc(CN2CCC(=O)NC2=O)cc1,3,-16,1,6,.,.,-2
COC(=O)c1c(C)oc2ccc(N(C(=O)Oc3ccccc3)S(=O)(=O)c3ccccc3)cc12,-21,0,.,4,8,0,2
O=C(Cc1ccccc1)NCc1ccc2c(c1)OCO2,-10,2,1,20,.,.,3
CCOc1ccc(CCNC(=O)C2CCN(S(=O)(=O)N3CCOCC3)CC2)cc1OCC,-6,2,.,2,.,.,-2
CCN1CCN(C(=S)c2ccc(OCC(=O)NCc3ccccc3)cc2)CC1,-8,.,.,.,3,-2,.
CCOC(=O)c1cc(C)[nH]c(=S)c1C#N,-9,5,0,-11,.,.,-1
CCc1nn(C(C)C(=O)NCCN2CCCCCC2)c(=O)c2cc3occc3n12 (stereo not drawn),3,-2,12,-5,1,-4,.
COc1ccc(/C=C/C(=O)C2CC2)cc1Cn1nc(C)c([N+](=O)[O-])c1C,.,6,-7,-3,-1,.,-3
CSc1nc2ccccc2n1Cc1cccc([N+](=O)[O-])c1,4,.,0,.,-5,0,-2

# esBAF inh: what is marked active above
molecule	ARNT-TACC3 inh	esBAF inh	ERp5 block	SIRT5 inh	miR-122 sensor
O=C(NC1CCCCC1)c1ccc([N+](=O)[O-])cc1	-4	74*	-2	-1	-3

# The list goes on:
SMILES,ARNT-TACC3 inh,Statin myotox sup,Cneo AK release,esBAF inh,ERp5 block,SIRT5 inh,miR-122 sensor
CCOC(=O)c1cccc(NC(=O)c2ccc3c(c2)OCO3)c1,4,-29,-6,25,2,19*,2
Cc1ccc(OCC(O)Cn2c(N3CCOCC3)nc3c2c(=O)[nH]c(=O)n3C)cc1 (stereo not drawn),-7,-9,2,-1,.,.,-9
COc1ccc(NS(=O)(=O)c2cccc(NC(=O)CNC(C)=O)c2)cc1,-2,2,2,2,4,-2,33
CCOC(=O)c1ccsc1NC(=O)CCS(=O)(=O)c1ccccc1,-25,2,-4,-9,2,-6,.
COc1ccc(-c2cn3cc([N+](=O)[O-])ccc3n2)cc1OC,9,.,.,.,1,1,.
Cc1cc(C)c(C2=NOC3C4CCC(C4)C23)c(C)c1 (stereo not drawn),-1,5,.,4,1,0,-1
COc1ccc(-c2csc(NC3CCCCC3)n2)c(OC)c1,5,-6,5,16,-5,.,6
CCCCNC(=O)COC(=O)c1ccc(SC)cc1OC,1,0,.,-7,-4,2,0
C[C@H]1CN([C@@H](C)CO)C(=O)c2cc(C#CC3CCCC3)cnc2O[C@H]1CN(C)C(=O)c1ccncc1,3,-53,-4,2,2,6,-5[16.7 µM]
Cc1ccc(CS(=O)(=O)CCC(=O)NCc2ccccc2Cl)cc1,-5,3,-1,2,0,-2,0
CCOc1ncccc1C(=O)Nc1cc2c(cc1Br)OCCO2,-1,-14,0,55*,2,-3,16
CC(=O)OCC1=C(C(=O)O)N2C(=O)C(NC(=O)c3ccc(F)cc3)C2SC1 (stereo not drawn),8,.,.,.,?,1,.
O=C(O)c1ccc(NS(=O)(=O)c2ccc3c(c2)OCCCO3)cc1,2,-3,2,5,-1,-4,-3
CCc1ccccc1NC(=O)CNC(=O)CNC(=O)Cc1ccccc1,-1,-1,-4,0,0,-2,-6
O=C(CCC(=O)OCC(=O)c1ccccc1)Nc1cccc(Cl)c1,15,.,.,.,2,-6,.
Cc1cccc(S(=O)(=O)N2CCCCN3[C@@H](CO)[C@@H](c4ccc(C#CC5CC5)cc4)[C@@H]3C2)c1,35,.,-1,.,8,6,1[16.7 µM]
Cn1c(NCc2cccnc2)nc2cc(-c3ccc(C(=O)N4CCOCC4)cc3)sc2c1=O,.,-1,5,-3,-2,-1,15
Cc1ccc(C(=O)NCc2n[nH]c(=S)n2-c2ccccc2)cc1[N+](=O)[O-],6,5,-1,-5,3,-4,4
CCCCc1ccc(NS(=O)(=O)c2c(C)n(C)c(=O)n(C)c2=O)cc1,-9,18,-1,0,-3,-1,-4
Cc1ccc(SCn2nnc3ccccc3c2=O)c(C)c1,7,.,.,.,-1,-2,.
C[C@@H]1CN([C@@H](C)CO)C(=O)c2cc(NS(=O)(=O)c3ccc(F)cc3)ccc2O[C@@H](C)CCCCO[C@@H]1CN(C)S(=O)(=O)c1cn(C)cn1,-2,-17,2,-7,0,-4,18[16.7 µM]
COC(=O)c1ccc(C)c(NC(=O)CCc2ccc(OC)cc2)c1,-8,.,.,.,3,-2,.
COc1ccc(CNc2cc(C)ccn2)cc1,19,-12,-1,11,0,-4,.
Cc1cccc2c1cnn2C(=O)CCC(=O)N1CCC(C)CC1,-3,-2,-1,0,-1,-6,5
Cc1cc(C(=O)N/N=C/c2c[nH]c3ccccc23)c(C)o1,-8,.,.,.,2,3,.
C/C=C/C(=O)OCC(=O)Nc1ccc(OC)c(Cl)c1,1,.,1,.,.,.,-4
CNC(=O)C[C@@H]1CC[C@H]2[C@@H](COC[C@H](O)CN2Cc2ccc(C(F)(F)F)cc2)O1,0,-6,-1,2,2,-2,-7[16.7 µM]
CCOC(=O)/C(C#N)=C1/C=CN(Cc2ccccc2)C=N1,-2,-95,0,13,.,.,-33
NC(=O)CC[C@H](NC(=O)c1ccc(F)cc1)C(=O)N1CCN(Cc2ccc3c(c2)OCO3)CC1,-1,1,4,-5,3,.,-9
Cc1ccc(-n2nc3ccc(N)cc3n2)cc1Cl,-1,12,0,-12,-1,-11,10
CC1(C(=O)Nc2ccc(Cl)c(Cl)c2)CCN1C(=O)CCC1CCCC1 (stereo not drawn),.,-14,-1,-6,6,-3,15
COc1ccc(Cl)cc1NC(=O)CSc1nnc(C2CC2)n1C,0,1,2,-3,3,9,6
O=C(COc1ccc2ccccc2c1)Nc1ccc(Br)cc1C(=O)O,-1,11,4,-2,5,0,-5
Cc1cc(-c2ccc(Cl)cc2Cl)c(C#N)c(=O)[nH]1,-3,9,-5,18,16,-2,-6
CN=C1SC(CC(=O)NCCc2ccc(OC)c(OC)c2)C(=O)N1C (stereo not drawn),3,-3,0,-6,1,.,-3
Cc1cccc2sc(NC(=O)C3CCCN(S(=O)(=O)c4cccc5nonc45)C3)nc12 (stereo not drawn),-8,2,2,-5,.,.,-5
N#Cc1c(SCC(N)=O)nc(-c2ccccc2)c2c1CCCC2,-5,29,4,-13,.,.,.
COc1ccc(-c2cn(/N=C/c3ccc(Cl)cc3Cl)c(N)n2)cc1,-1,-32,-1,25,0,-4,.
O=C(NC(=S)NNC(=O)c1ccccc1O)c1ccc([N+](=O)[O-])cc1,36,-9,0,-16,1,0,.
CC(C)c1ccc(NC2CCCN(C(=O)c3cc(C(C)C)[nH]n3)C2)cc1 (stereo not drawn),4,-8,25,-7,2,1,10
COC(=O)C1CCCCN1C(=O)c1cccc(OC2CCN(C(=O)C3CC3)CC2)c1 (stereo not drawn),8,5,0,2,7,-2,0
CCCC(=O)C1=C(O)C(C(=O)OC)C(C)(C)CC1=NC(C)(C)C (stereo not drawn),-3,16,-3,.,.,.,1

# From PubChem BioAssay
